Screening data as filed in PubChem BioAssay.
GlmU inhibition: inhibition of mycobacterial GlmU enzyme – biochemical, glucosamine-1-phosphate acetyltransferase (AID 1376) | actives 0.25% (n = 220,000) | one-dose inhibition, %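 (tested at 30 µM in the primary screen)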; IC50 in µM for titrated hits | M. tuberculosis GlmU acetyltransferase enzyme assay; higher % means a stronger effect; in the data active = inhibition above about 13%;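 also: 0% = complete reaction with vehicle and 100% = reaction without substrate; strong numbers were not always called active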
Mtb RmlCD inh: M. tuberculosis RmlC/RmlD inhibition. actives 0.03% (n = 160,000). P9WH09+P9WH11. inhibition, % at 3.6 µM. RmlC+RmlD coupled enzyme assay, percent inhibition; primary screen in compound mixtures. AID 1533; in the data active = inhibition mostly above about 34%, no sharp cut-off; also: some results filed as inactive read as strong as hits
Starred values were filed as active, the others as inactive; · = no result given. Not all compounds are listed; count on the stated rates, not on these rows.

SMILES	GlmU inhibition	Mtb RmlCD inh
O=S(=O)(c1cccc2cnccc12)N1CCCNCC1	-6.0%	·
Cc1nc2ccccn2c(=O)c1CCN1CCC(C(=O)c2ccc(F)cc2)CC1	1.6%	·
COc1cc2c(c(OC)c1OC)-c1c(cc3c(c1OC)OCO3)[C@@H](OC(C)=O)[C@H](C)[C@H](C)C2	7.8%	-2.1
CCC(C)n1ncn(-c2ccc(N3CCN(c4ccc(OCC5COC(Cn6cncn6)(c6ccc(Cl)cc6Cl)O5)cc4)CC3)cc2)c1=O (stereo not given)	-1.2%	-4.1
Oc1ccc(/C=C/c2cc(O)cc(O)c2)cc1	-3.0%	·
C[C@]12CCC(=O)C=C1CC[C@@H]1[C@@H]2CC[C@@]2(C)[C@H]1CC[C@]2(O)C(=O)CO	-0.5%	·
CCN(CC)CCOC(=O)C1(c2ccccc2)CCCC1	-2.3%	17.6
CN(C)CCOC(C)(c1ccccc1)c1ccccn1 (stereo not given)	-3.9%	-8.6
C/C=C(/C)C(=O)O[C@@H]1c2c(ccc3ccc(=O)oc23)OC(C)(C)[C@@H]1OC(=O)/C(C)=C\C	0.3%	·
OCCN1CCN(CCCN2c3ccccc3Sc3ccc(Cl)cc32)CC1	-8.0%	·
CCN(CC)CCNC(=O)c1cc(Cl)c(N)cc1OC	3.3%	·
CC12CCC(CC1)C(C)(C)O2	3.3%	·
C=CC1=C(C(=O)O)N2C(=O)[C@@H](NC(=O)/C(=N\O)c3csc(N)n3)[C@H]2SC1 (stereo in doubt)	6.7%	·
O=C(CCN1CCC(c2ccccc2)C1)c1ccc2c(c1)OCCO2 (stereo not given)	-4.1%	·
CCOc1ccc(NC(=O)Cn2cc(C(=O)c3ccco3)c3ccccc32)cc1	1.7%	-10.4

Copied from the list.
Reading of `CCC(C)n1ncn(-c2ccc(N3CCN(c4ccc(OCC5COC(Cn6cncn6)(c6ccc(Cl)cc6Cl)O5)cc4)CC3)cc2)c1=O` (stereo not given) under Mtb RmlCD inh: -4.1
Reading of `C=CC1=C(C(=O)O)N2C(=O)[C@@H](NC(=O)/C(=N\O)c3csc(N)n3)[C@H]2SC1` (stereo in doubt) under GlmU inhibition: 6.7%

4 entries from above, reformatted.
SMILES: CC12CCC(CC1)C(C)(C)O2
  GlmU inhibition: 3.3%	Mtb RmlCD inh: ·

SMILES: C=CC1=C(C(=O)O)N2C(=O)[C@@H](NC(=O)/C(=N\O)c3csc(N)n3)[C@H]2SC1 (stereo in doubt)
  GlmU inhibition: 6.7%	Mtb RmlCD inh: ·

SMILES: O=C(CCN1CCC(c2ccccc2)C1)c1ccc2c(c1)OCCO2 (stereo not given)
  GlmU inhibition: -4.1%	Mtb RmlCD inh: ·

SMILES: CCOc1ccc(NC(=O)Cn2cc(C(=O)c3ccco3)c3ccccc32)cc1
  GlmU inhibition: 1.7%	Mtb RmlCD inh: -10.4
